DSG3 Ab inh: inhibitors of pemphigus antibody binding to DSG3, primary screen, biochemical, bead-based, flow cytometry, scFv-GFP; Desmoglein-3 (Homo sapiens), P32926; DSG3-coupled beads, scFv-anti-DSG3-GFP binding; active compounds read low; binding (percent of control), % at 10 µM; 310,000 tested, 0.48% active; AID 588358, 2011;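 active = binding more than 3 SD below its plate's average and above zero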;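 note: hits lower antibody fragment binding to DSG3; some compounds called inactive have numbers as strong as hits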
MOR-DOR inv ag: inverse agonists of MOR-DOR heterodimerization, primary screen, cell-based, luminescence; cell-based MOR-DOR heterodimer luminescence, inverse agonism; inhibition, % at 9.3 µM; 340,000 tested, 0.21% active; AID 504357, 2011; in the data active = inhibition above about 22%, passing the limit was not always enough;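 note: 0% = cells with DMSO and 100% = wells without cells with DMSO; values of inactives mirror those of a sister screen read the other way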
Target sequence (P35372 whole entry, looked up): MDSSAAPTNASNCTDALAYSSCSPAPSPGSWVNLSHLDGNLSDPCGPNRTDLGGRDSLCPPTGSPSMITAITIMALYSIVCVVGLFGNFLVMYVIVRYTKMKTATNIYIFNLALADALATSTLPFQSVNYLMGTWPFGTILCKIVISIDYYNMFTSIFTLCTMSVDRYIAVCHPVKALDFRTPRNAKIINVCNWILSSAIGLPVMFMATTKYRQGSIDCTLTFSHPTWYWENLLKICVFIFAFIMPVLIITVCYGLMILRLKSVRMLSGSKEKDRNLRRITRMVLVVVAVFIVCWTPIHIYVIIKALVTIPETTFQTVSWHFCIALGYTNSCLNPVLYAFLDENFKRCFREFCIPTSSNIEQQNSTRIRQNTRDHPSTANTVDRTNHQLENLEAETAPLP
Target sequence (P41143 whole entry, looked up): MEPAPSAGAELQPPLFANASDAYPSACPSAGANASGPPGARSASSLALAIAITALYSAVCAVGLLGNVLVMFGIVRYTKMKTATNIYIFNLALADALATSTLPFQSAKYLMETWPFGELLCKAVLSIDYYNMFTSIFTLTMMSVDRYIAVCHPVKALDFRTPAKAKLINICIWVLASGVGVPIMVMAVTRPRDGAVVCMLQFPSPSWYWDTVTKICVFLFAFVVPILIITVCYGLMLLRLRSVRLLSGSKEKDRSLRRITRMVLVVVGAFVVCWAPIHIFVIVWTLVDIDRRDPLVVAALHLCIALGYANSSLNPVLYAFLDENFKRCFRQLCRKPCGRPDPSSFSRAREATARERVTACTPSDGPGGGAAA
OPRM1-OPRD1 ag: agonists of OPRM1-OPRD1 heterodimerization, primary screen, cell-based, luminescence; cells; activation, % at 9.3 µM; 340,000 tested, 0.3% active; AID 504326, 2011; in the data active = activation above about 18%;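 note: 0% = vehicle-treated cells and 100% = reference agonist; values of inactives mirror those of a sister screen read the other way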
HTR5A inv ag: HTR5A inverse agonists in luminescence cell assay, primary screen, counter-screen for OPRM1-OPRD1 heterodimer inverse agonist project, full-deck HTS; 340,000 tested, 0.083% active; 5-hydroxytryptamine receptor 5A (Homo sapiens), P47898; inhibition, % at 9.3 µM; AID 504634, 2011; HTR5A cell line, inverse agonism; in the data active = inhibition mostly above about 23%, no sharp cut-off; inactive = mostly below about 18%;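 note: 0% = cells with DMSO and 100% = no-cell wells with DMSO; some compounds called inactive have numbers as strong as hits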
Arrestin-AP2 inh: inhibitors of beta-arrestin/AP2 binding, primary screen, biochemical, GPCR trafficking, flow cytometry. beta-arrestin 1 C-terminal peptide binding to AP2 beta2-adaptin appendage (human). FITC-arrestin peptide / GST-AP2 beads; AP2 beta2 appendage carries R879A mutation. inhibition, % at 10 µM. 340,000 tested, 0.31% active;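 active = inhibition above a set limit, near 3 SD of compounds lacking own fluorescence, cut at about 54% in these data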;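 note: plate controls were DMSO wells for no effect and 5 µM unlabelled arrestin peptide for full effect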
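System: GST-tagged AP2 beta2-adaptin appendage (R879A) on 4 µm glutathione beads / Reagent: FITC-arrestin peptide, 50 nM / Detection: HyperCyt-sampled flow cytometry, FL1 channel, ex 488/em 535 nm / Timing: 12 min plus 1 h, RT / Buffer or medium: PBS plus Tween 20 (0.05%) and BSA (0.1%)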
DAGLB inhibitor: DAGLB lipase inhibitors, primary screen, biochemical, fluorescence, HTS. Diacylglycerol lipase-beta (Homo sapiens), Q8NCG7. HEK293T DAGLB membrane lysate, EnzChek fluorogenic substrate. inhibition, % at 5.17 µM. 340,000 tested, 0.059% active; in the data active = inhibition above about 34%;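 note: 0% = enzyme with vehicle and 100% = wells lacking enzyme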
HTR5A ag: HTR5A agonists in luminescence cell assay, primary screen, counter-screen for OPRM1-OPRD1 heterodimer agonist project, full-deck HTS. 340,000 tested, 0.61% active. AID 504692, 2011. cell-based. 5-hydroxytryptamine receptor 5A (Homo sapiens), P47898. activation, % at 9.3 µM; in the data active = activation mostly above about 9.5%, no sharp cut-off; inactive = mostly below about 7.6%;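 note: 0% = cells with vehicle only and 100% = reference agonist; strong numbers were not always called active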
V-ATPase pH: regulators of yeast V-ATPase proton pumping, primary screen, pHLuorin cytosolic pH fluorescence. S. cerevisiae. response, % at 10 µM. 350,000 tested, 0.37% active. AID 504577, 2011; in the data active = response mostly above about 7.3%, no sharp cut-off; inactive = mostly below about 5.4%; note: actives read high; inactives centre near 0; some compounds called inactive have numbers as strong as hits; reference of the scale not given here
PKA-R1A activ: activators of PKA-R1A holoenzyme, primary screen, biochemical, fluorescence polarization, Cy5-IP20, bovine R1A, mouse PKAc | PKA-R1A dissociation; scaled: DMSO 0%, 113 µM cGMP 100% | AID 504707, 2011 | activation, % at 11.4 µM | 340,000 tested, 0.083% active;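 active = percent activation above the mean of all tested compounds plus 3 SD, cut at about 19% in these data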;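 note: higher means more PKAc released from R1A so a rise in polarization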
PKA-R2B act: activators of PKA-R2B holoenzyme, primary screen, biochemical, fluorescence polarization, Cy5-IP20, human; 340,000 tested, 0.079% active; cAMP-dependent protein kinase catalytic subunit beta (Homo sapiens) + cAMP-dependent …; PKA-R2B holoenzyme dissociation; R2B truncated from residue 108, S112A mutant; 0% DMSO only, 100% 113 µM cGMP; activation, % at 11.4 µM;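 active = activation above a cutoff set at the mean over all compounds plus 3 SD, cut at about 18% in these data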;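 note: higher means more holoenzyme dissociation and a rise in polarization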
* = called active by the depositor.

`COCCCNC(=O)Cn1c(=O)n(CC(=O)N2CCCCC2)c(=O)c2sccc21` gave DSG3 Ab inh 95, MOR-DOR inv ag 6, OPRM1-OPRD1 ag -1.1, HTR5A inv ag -28, Arrestin-AP2 inh -1, DAGLB inhibitor -2, HTR5A ag 7, V-ATPase pH -1, PKA-R1A activ -14 and PKA-R2B act 3.
For COc1ccccc1N1CCN(C(=O)C2CCN(S(=O)(=O)c3ccc(Cl)cc3)CC2)CC1 the results were DSG3 Ab inh 104, MOR-DOR inv ag 0, OPRM1-OPRD1 ag 0.0, HTR5A inv ag 4, Arrestin-AP2 inh -4, DAGLB inhibitor 3, HTR5A ag 6, V-ATPase pH 4, PKA-R1A activ -2 and PKA-R2B act -4.
`COc1ccc(N2CCN(C(c3cccc(OC)c3OC)c3nnnn3C3CCCC3)CC2)cc1` (stereo not drawn) gave DSG3 Ab inh 116, MOR-DOR inv ag -7, OPRM1-OPRD1 ag 1.7, HTR5A inv ag 2, Arrestin-AP2 inh 5, DAGLB inhibitor -2, HTR5A ag 3, V-ATPase pH -1, PKA-R1A activ 0 and PKA-R2B act -6.
`COc1ccc2[nH]c(CN3CCN(C(C)C)C(CCO)C3)c(C)c2c1` (stereo not drawn) gave DSG3 Ab inh 100, MOR-DOR inv ag -13, OPRM1-OPRD1 ag 2.8, HTR5A inv ag 3, Arrestin-AP2 inh 9, DAGLB inhibitor -1, HTR5A ag -1, V-ATPase pH 2, PKA-R1A activ -3 and PKA-R2B act -2.
O=C(NCc1ccc(Cl)cc1)C1CCCO1 (stereo not drawn) was read as DSG3 Ab inh 110, MOR-DOR inv ag 13, OPRM1-OPRD1 ag -2.7, HTR5A inv ag 29, Arrestin-AP2 inh 47, DAGLB inhibitor -4, HTR5A ag 0, V-ATPase pH -1, PKA-R1A activ -4 and PKA-R2B act 0.
`CCCCc1c(C)nc2nc(SCc3ccc(Cl)cc3)[nH]n2c1=O` gave DSG3 Ab inh 103, MOR-DOR inv ag 12, OPRM1-OPRD1 ag -2.6, HTR5A inv ag 7, Arrestin-AP2 inh 2, DAGLB inhibitor 11, HTR5A ag -2, V-ATPase pH -4, PKA-R1A activ 5 and PKA-R2B act 6.
CCC(=O)Nc1nc2ccccc2n1Cc1ccccc1Cl was read as DSG3 Ab inh 109, MOR-DOR inv ag 0, OPRM1-OPRD1 ag 0.0, HTR5A inv ag -7, Arrestin-AP2 inh 9, DAGLB inhibitor -6, HTR5A ag 1, V-ATPase pH 0, PKA-R1A activ -9 and PKA-R2B act -4.
`CC(C)(C)CN1CCC(Oc2cccc(C(=O)N3CCC[C@H]3CO)c2)CC1` gave DSG3 Ab inh 103, MOR-DOR inv ag 7, OPRM1-OPRD1 ag -1.3, HTR5A inv ag -13, Arrestin-AP2 inh 26, DAGLB inhibitor -8, HTR5A ag -1, V-ATPase pH -3, PKA-R1A activ 0 and PKA-R2B act -1.
Screening Oc1cccc(/C=N/Nc2ccc(Cl)nn2)c1 returned DSG3 Ab inh 100, MOR-DOR inv ag 4, OPRM1-OPRD1 ag -0.6, HTR5A inv ag -11, Arrestin-AP2 inh 3, DAGLB inhibitor 1, HTR5A ag 3, V-ATPase pH 1, PKA-R1A activ -4 and PKA-R2B act -1.
For CCCC(=O)c1ccc(N2CCCC2)c(F)c1 the results were DSG3 Ab inh 105, MOR-DOR inv ag -11, OPRM1-OPRD1 ag 2.1, HTR5A inv ag -8, Arrestin-AP2 inh 4, DAGLB inhibitor -14, HTR5A ag 2, V-ATPase pH 3, PKA-R1A activ -1 and PKA-R2B act -2.
For Cc1nn(-c2ccc(F)cc2)c2sc(C(=O)N3CCCCCC3)cc12 the results were DSG3 Ab inh 108, MOR-DOR inv ag 5, OPRM1-OPRD1 ag -0.9, HTR5A inv ag -8, Arrestin-AP2 inh 4, DAGLB inhibitor -4, HTR5A ag -3, V-ATPase pH -6, PKA-R1A activ -10 and PKA-R2B act -8.
Cc1cc(Nc2ccc(F)cc2)n2nc(C)nc2n1 was read as DSG3 Ab inh 103, MOR-DOR inv ag 8, OPRM1-OPRD1 ag -1.5, HTR5A inv ag 1, Arrestin-AP2 inh 6, DAGLB inhibitor 1, HTR5A ag 0, V-ATPase pH -4, PKA-R1A activ -15 and PKA-R2B act 6.
Screening C=CCSc1nc(N2CCOCC2)c2c(c1C#N)CC(C)(C)N(C)C2 returned DSG3 Ab inh 104, MOR-DOR inv ag 2, OPRM1-OPRD1 ag -0.4, HTR5A inv ag -8, Arrestin-AP2 inh -17, DAGLB inhibitor 0, HTR5A ag 3, V-ATPase pH 5, PKA-R1A activ -18 and PKA-R2B act -10.
Screening Nc1nc2c(nc(SCc3ccccc3Br)n2C2OC(CO)C(O)C2O)c(=O)[nH]1 (stereo not drawn) returned DSG3 Ab inh 108, MOR-DOR inv ag 10, OPRM1-OPRD1 ag -2.1, HTR5A inv ag -23, Arrestin-AP2 inh -15, DAGLB inhibitor -1, HTR5A ag -2, V-ATPase pH 1, PKA-R1A activ -3 and PKA-R2B act -7.
`COCCn1c(SCC(=O)Nc2cc(C)on2)nc2c([nH]c3ccccc32)c1=O` gave DSG3 Ab inh 100, DAGLB inhibitor -1, V-ATPase pH 2, PKA-R1A activ 3 and PKA-R2B act -20.
O=C(O)c1ccccc1NCc1ccncc1 was read as DSG3 Ab inh 104, MOR-DOR inv ag 8, OPRM1-OPRD1 ag -1.4, HTR5A inv ag 20, Arrestin-AP2 inh -11, DAGLB inhibitor -3, HTR5A ag 3, V-ATPase pH -2, PKA-R1A activ -3 and PKA-R2B act -1.
COc1ccc(NC(=O)C(=O)N/N=C/c2cccnc2)cc1 was read as DSG3 Ab inh 94, MOR-DOR inv ag 18, OPRM1-OPRD1 ag -3.4, HTR5A inv ag -3, Arrestin-AP2 inh -4, DAGLB inhibitor 1, HTR5A ag 1, V-ATPase pH -1, PKA-R1A activ -10 and PKA-R2B act 1.
`C[C@H](CO)N1C[C@H](C)[C@@H](CN(C)S(=O)(=O)c2ccc(F)cc2)Oc2c(NS(=O)(=O)c3ccccc3)cccc2C1=O` gave DSG3 Ab inh 89, MOR-DOR inv ag 6, OPRM1-OPRD1 ag -1.4, HTR5A inv ag 2, Arrestin-AP2 inh -8, DAGLB inhibitor -3, HTR5A ag 0, V-ATPase pH -2, PKA-R1A activ -11 and PKA-R2B act 2.
CCN(C[C@H]1N[C@@](C)(C(=O)OC)[C@H]2C(=O)N(Cc3ccccc3)C(=O)[C@@H]12)C(=O)Nc1ccc(Cl)cc1 was read as DSG3 Ab inh 94, MOR-DOR inv ag 4, OPRM1-OPRD1 ag -0.9, HTR5A inv ag 4, Arrestin-AP2 inh 8, DAGLB inhibitor 0, HTR5A ag -1, V-ATPase pH 0, PKA-R1A activ 8 and PKA-R2B act 2.
Screening CCCCNc1ccc2oc(-c3ccc(OC)cc3)c(-c3ccc(OC)c(F)c3)c2c1 returned DSG3 Ab inh 105, MOR-DOR inv ag -5, OPRM1-OPRD1 ag 0.9, HTR5A inv ag -1, Arrestin-AP2 inh 27, DAGLB inhibitor 0, HTR5A ag -4, V-ATPase pH -4, PKA-R1A activ 4 and PKA-R2B act 3.
CC/C(=N\NC(=O)CCC(=O)NCc1ccccc1)c1ccc(O)cc1 was read as DSG3 Ab inh 134, MOR-DOR inv ag 12, OPRM1-OPRD1 ag -2.3, HTR5A inv ag -1, Arrestin-AP2 inh 1, DAGLB inhibitor 1, HTR5A ag 0, V-ATPase pH -1, PKA-R1A activ -9 and PKA-R2B act -12.
For Oc1ccc2ccccc2c1CN1CCN(C/C=C/c2ccccc2)CC1 the results were DSG3 Ab inh 112, MOR-DOR inv ag -14, OPRM1-OPRD1 ag 3.0, HTR5A inv ag -25, Arrestin-AP2 inh 0, DAGLB inhibitor -3, HTR5A ag 7, V-ATPase pH 1, PKA-R1A activ -22 and PKA-R2B act -5.
For COc1cccc(/C=N/NC(=O)c2cccc([N+](=O)[O-])c2)c1OS(=O)(=O)c1ccc(C)cc1 the results were MOR-DOR inv ag 8, OPRM1-OPRD1 ag -1.3, HTR5A inv ag 13, Arrestin-AP2 inh -1, DAGLB inhibitor -9, HTR5A ag -4, V-ATPase pH -3, PKA-R1A activ 7 and PKA-R2B act -3.
Clc1ccc(-c2nc3ncccn3c2Cl)cc1 was read as DSG3 Ab inh 114, MOR-DOR inv ag -7, OPRM1-OPRD1 ag 1.6, HTR5A inv ag 6, Arrestin-AP2 inh -16, DAGLB inhibitor 1, HTR5A ag -3, V-ATPase pH 4, PKA-R1A activ 1 and PKA-R2B act -2.
Screening CCOc1ccccc1-n1c(SCC(N)=O)nnc1-c1cccnc1 returned DSG3 Ab inh 96, MOR-DOR inv ag 7, OPRM1-OPRD1 ag -1.2, HTR5A inv ag -17, Arrestin-AP2 inh 4, DAGLB inhibitor -3, HTR5A ag 7, V-ATPase pH -1, PKA-R1A activ -4 and PKA-R2B act 0.
`O=S(=O)(Nc1ccc(-c2ccc(NS(=O)(=O)c3ccccc3)cc2)cc1)c1ccccc1` gave DSG3 Ab inh 85, MOR-DOR inv ag -22, OPRM1-OPRD1 ag 4.3, HTR5A inv ag -28, Arrestin-AP2 inh 10, DAGLB inhibitor 0, HTR5A ag 7, V-ATPase pH -2, PKA-R1A activ 1 and PKA-R2B act -13.
Screening Cc1c(Cl)cccc1N=C(N)N=C(N)N returned DSG3 Ab inh 100, MOR-DOR inv ag 7, OPRM1-OPRD1 ag -0.9, HTR5A inv ag 0, Arrestin-AP2 inh 9, DAGLB inhibitor -1, HTR5A ag -5, PKA-R1A activ -5 and PKA-R2B act 0.
Screening Cc1ccc2occ(/C=N/NC(=O)c3ccccc3Br)c(=O)c2c1 returned DSG3 Ab inh 106, MOR-DOR inv ag 12, OPRM1-OPRD1 ag -2.3, HTR5A inv ag 1, Arrestin-AP2 inh 13, DAGLB inhibitor 9, HTR5A ag 4, V-ATPase pH 3, PKA-R1A activ -8 and PKA-R2B act -2.
Screening CC(=O)c1ccc(-n2c(CCC(=O)O)ccc2-c2ccc(Cl)cc2)cc1 returned DSG3 Ab inh 103, MOR-DOR inv ag 4, OPRM1-OPRD1 ag -0.9, HTR5A inv ag 2, Arrestin-AP2 inh -1, DAGLB inhibitor 5, HTR5A ag -1, V-ATPase pH 3, PKA-R1A activ 3 and PKA-R2B act -6.
